Compound activity from PubChem BioAssay.
CatB mix inh = inhibitors of human cathepsin B in compound mixtures. Purified cathepsin B, AMC dipeptide fluorescence. 62,000 tested, 0.06% active. P07858. inhibition, %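 (ten-compound pools at 5 µM per compound and 50 µM total)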; in the data active means inhibition above about 22%, passing the limit was not always enough;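 further: 0% = enzyme without compound and 100% = no enzyme blank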
Ec RNAP inh = Escherichia coli RNA polymerase inhibition. 62,000 tested, 0.2% active. inhibition, %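 (tested at 10 µM)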. AID 559. E. coli RNA polymerase, fluorescence transcription assay. P0A8V2; in the data active means inhibition above about 20%;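 further: 0% = enzyme without compound and 100% = no enzyme blank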
DUSP1 inh = blocks human MKP-1 phosphatase activity; P28562; AID 374; inhibition, %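 (compounds tested at a single concentration somewhere between 10 and 100 µM)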; 65,000 tested, 0.15% active; recombinant MKP-1, OMFP hydrolysis fluorescence;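 active means inhibition above about 50%, limit read from the data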;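 further: 0% = DMSO max control wells and 100% = wells with enzyme stopped by NaOH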
D1 allo mod = allosteric modulators of human D1 dopamine receptor. P21728. HEK293 D1, CRE-luciferase, dopamine EC30 potentiation; actives deviate in either direction. B-score at 10 µM. 58,000 tested, 5.9% active;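 active means luminescence count or its row- and column-corrected plate score outside the 99.7% band of the plate's sample wells, on either side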
Target sequence (P21728 whole entry, looked up): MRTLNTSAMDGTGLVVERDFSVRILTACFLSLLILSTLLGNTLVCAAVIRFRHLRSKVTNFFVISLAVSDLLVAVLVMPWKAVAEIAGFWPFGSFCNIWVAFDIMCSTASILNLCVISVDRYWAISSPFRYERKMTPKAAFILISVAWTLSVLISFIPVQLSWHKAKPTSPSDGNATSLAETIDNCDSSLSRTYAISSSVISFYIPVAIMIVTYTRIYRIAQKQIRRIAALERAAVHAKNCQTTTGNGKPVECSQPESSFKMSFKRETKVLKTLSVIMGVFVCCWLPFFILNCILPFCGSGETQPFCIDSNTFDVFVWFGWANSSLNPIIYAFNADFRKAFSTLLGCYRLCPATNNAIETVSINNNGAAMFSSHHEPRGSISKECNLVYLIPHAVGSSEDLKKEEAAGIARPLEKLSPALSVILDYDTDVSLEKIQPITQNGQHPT
Cdc25B inh = inhibitors of human Cdc25B phosphatase; 65,000 tested, 0.1% active; recombinant Cdc25B, OMFP fluorescence Ex485/Em525; AID 368; P30305; inhibition, %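 (compounds tested at 10 µM final in the well)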; in the data active means inhibition above about 50%
Target sequence (P30305 whole entry, looked up): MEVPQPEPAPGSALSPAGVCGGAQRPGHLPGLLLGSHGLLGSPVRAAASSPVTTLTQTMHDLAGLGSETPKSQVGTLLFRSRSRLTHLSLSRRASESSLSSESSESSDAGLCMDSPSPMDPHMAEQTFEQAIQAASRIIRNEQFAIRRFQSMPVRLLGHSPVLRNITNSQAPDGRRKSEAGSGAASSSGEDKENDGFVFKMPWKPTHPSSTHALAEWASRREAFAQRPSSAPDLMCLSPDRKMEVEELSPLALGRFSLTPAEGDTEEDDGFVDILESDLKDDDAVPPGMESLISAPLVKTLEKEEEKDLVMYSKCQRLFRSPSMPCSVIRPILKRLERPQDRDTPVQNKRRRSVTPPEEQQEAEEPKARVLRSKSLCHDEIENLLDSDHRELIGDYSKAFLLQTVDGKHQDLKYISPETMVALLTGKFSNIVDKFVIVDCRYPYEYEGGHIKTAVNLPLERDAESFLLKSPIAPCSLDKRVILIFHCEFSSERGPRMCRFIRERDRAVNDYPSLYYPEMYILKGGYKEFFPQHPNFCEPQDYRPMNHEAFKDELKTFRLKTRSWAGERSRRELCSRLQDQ
CatB block = inhibitors of human cathepsin B | purified cathepsin B, fluorogenic substrate, fluorescence | inhibition, %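 (tested at 10 µM)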 | 63,000 tested, 0.1% active; in the data active means inhibition above about 21%;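 further: 0% = enzyme with no compound and 100% = no enzyme blank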
AP complement = orthogonal test for alternative complement pathway inhibitors; 62,000 tested, 0.08% active; inhibition, % at 5 µM; AID 1235; Human serum alternative complement pathway, LPS-coated ELISA, C3 deposition; tested in compound mixtures;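 active means inhibition above 30% in each of the two pooled mixtures holding the compound, so the lower value exceeds 30%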;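 further: 0% = serum in Mg-EGTA without compound and 100% = EDTA serum blank; some compounds past the cut are filed as inactive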
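Assay system: human serum alternative complement pathway, C3 deposition on LPS-coated wells; Dosing: 5 µM per compound in ten-compound mixtures; Detection: Anti-C3 ELISA, OD 450 nm; Buffer or medium: Mg2+-EGTA GVB++ buffer containing human serum at 1:15 dilution; Timing: 1 h at 37 °C; Replication: two different pools per compound.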
Hsp90 inh = displaces geldanamycin probe from tumor Hsp90; P07900; NCI-N417 lysate Hsp90, Cy3B-geldanamycin FP displacement; inhibition, % at 30 µM; 64,000 tested, 0.35% active;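 active means inhibition above 50%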;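 further: 0% = tracer plus lysate wells and 100% = tracer alone without lysate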
tolC growth inh = blocks growth of E. coli BW25113 tolC mutant; OD615; growth inhibition, % at 10 µM (by protocol); 65,000 tested, 2.2% active;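 active means growth inhibition at or above a cutoff equal to the mean over every tested compound plus 3 SD, cut at about 60% in these data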;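 further: growth measured after 20 h incubation at 37 °C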
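Test system: tolC-deleted E. coli BW25113 | Medium: LB with kanamycin 50 µg/mL | Compound dosing: Single concentration, 10 µM final per compound | Schedule: 37 °C, 20 h exposure | Measured by: OD at 615 nm | Evaluation: Percent growth inhibition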
Active calls of the source: *; · = not tested or not shown. Not a hit list; any-hit rate near 7.6%.

structure,CatB mix inh,Ec RNAP inh,DUSP1 inh,D1 allo mod,Cdc25B inh,CatB block,AP complement,Hsp90 inh,tolC growth inh
Cc1nc(S(=O)(=O)N(C)c2ccccc2)c(C#N)c(C)c1Cl,-6,5,0,-0.093,-14,-5,-3,-3,45
COc1cc(OC)c(C2CC(=O)N3CN(c4ccccc4C)CSC3=C2C#N)cc1OC (stereo not drawn),3,7,6,0,-4,1,22,1,-2
COc1cc(OC)cc(C(=O)Nc2ncc3c(n2)CC(C)(C)CC3=O)c1,0,-3,-10,0.52,-13,-2,6,0,-19
CCc1cc2c(CN3CCN(C)CC3)cc(=O)oc2cc1O,-2,-64,-9,-0.82,-10,-8,21,-4,-9
COC(=O)COc1cc(C)cc2oc(=O)c(CC(=O)OC)c(C)c12,2,1,-5,-0.26,-9,-1,8,-2,5
Cc1cccc(C(=O)Nc2ccccc2C(=O)OCc2c(C)noc2C)c1,1,4,-19,0.01,-10,1,5,1,49
CCOC(=O)C1CCCN(c2c(Nc3ccc(C)c(C)c3)c(=O)c2=O)C1 (stereo not drawn),-14,5,2,-1.3,-1,1,-8,-3,5
N[C@@H](Cc1ccccc1)c1nnc(SCc2ccccc2F)o1,0,2,12,-0.33,-5,0,12,·,0
Cc1cc(C)nc(-n2nc(C)c3c(C(F)F)cc(C)nc32)n1,1,6,3,0.34,-1,0,0,-5,-8
O=C(Cc1c[nH]c2ccccc12)NCc1ccc2c(c1)OCO2,-1,7,-16,-1.3,-2,6,-5,-5,-4
CCOC(=O)CSc1nc(-c2ccc3c(c2)OCO3)ccc1C#N,·,-2,-29,0.63,-27,-3,·,-2,-2
COc1ccccc1CC(=O)NCC1CCCO1 (stereo not drawn),3,4,11,-0.55,-2,2,1,-2,-15
CCOC(=O)Cc1csc(NC(=O)C2CCCN(S(=O)(=O)c3cnc[nH]3)C2)n1 (stereo not drawn),3,-5,8,-0.1,4,2,8,-1,2
O=C(Nc1cccnc1)c1noc2c1CCCC2,-4,3,11,-0.33,2,-2,13,-3,-23
CN(C)c1ccc(CNCCC2(O)CCOC(C)(C)C2)cc1 (stereo not drawn),8,2,0,-0.08,-4,2,20,-3,-9
Cc1ccc(S(=O)(=O)N2CCC(C(=O)NCCCN3CCCCCC3)CC2)cc1,5,8,-7,-0.06,-9,6,7,-2,-10
Cc1ccccc1OCC(O)Cn1c(N2CCN(c3ccccc3)CC2)nc2c1c(=O)[nH]c(=O)n2C (stereo not drawn),·,-1,-5,0.064,14,-2,·,-1,2
Cc1cc(NC(=O)c2ocnc2C)no1,-4,-4,7,-0.09,-12,-1,4,-4,-3
COc1ccc(OC)c(NS(=O)(=O)c2ccc3c(c2)n(C)c(=O)n3C)c1,-2,6,-3,1.1,-7,1,4,11,-2
O=c1[nH]n(-c2ccccn2)c(=O)c2ccccc12,5,-1,-7,·,-16,4,9,-1,-13

Continuation.
structure,CatB mix inh,Ec RNAP inh,DUSP1 inh,D1 allo mod,Cdc25B inh,CatB block,AP complement,Hsp90 inh,tolC growth inh
O=C(O)CCCC(=O)Nc1ccc(N2CCCC2)cc1,3,12,-9,0.076,5,2,0,0,-14
CCOC(=O)c1c(NC(=O)c2ccco2)sc2c1CCCCC2,·,·,2,3,-18,·,·,0,23
COCCN(C(=O)Cn1nnc2ccccc21)C(C(=O)NC1CCCC1)c1cc(OC)ccc1OC (stereo not drawn),6,6,4,-0.22,1,6,-5,-1,-23
CCOc1ccccc1NC(=O)N1CCCC(c2nc3c(nnn3Cc3ccc(C)cc3)c(=O)[nH]2)C1 (stereo not drawn),4,14,11,2.7,-1,-4,12,·,14
Cc1cc(C)c2c(CC(=O)Nc3ccc(Cl)cn3)coc2c1,5,5,-1,-0.91,-8,3,13,-3,11
Cn1c(NCc2ccccc2)cc(=O)n(C)c1=O,1,-3,-9,0.28,1,-1,7,0,1
COc1ccccc1NC(=O)COc1cccc(-n2cnnn2)c1,3,9,-6,·,2,0,-7,-1,-6
O=C(c1cc2ccccc2o1)N1CCCCCC1,1,10,-7,0.61,-4,3,10,-16,20
COc1ccc(OC)c(NC(=O)NC2(C(F)(F)F)Oc3ccccc3O2)c1,-4,8,6,0.47,2,-1,2,·,13
CCOC(=O)C1CCN(c2nc3cc(OC)ccc3cc2C#N)CC1,6,10,-13,-0.035,-12,4,14,-3,75*
COCCn1c(=S)[nH]c2ncccc2c1=O,0,-1,-10,·,-3,1,9,-3,-7
CN(C)CCCOC(=O)c1cc2ccccc2o1,-1,3,-29,-0.012,16,0,2,-5,-13
CCCCn1nnc(NC(=O)c2ccc(-c3ccccc3)cc2)n1,-3,4,5,-0.11,-1,-1,14,-9,0
COc1ccc(NC(=O)N2c3ccccc3CC2C)cc1OC (stereo not drawn),7,5,26,1.4,-6,9,8,-4,-4
CCOC(=O)C1CCN(C(=O)c2ccccc2Oc2ccccc2)CC1,7,1,-3,1.4,2,2,6,-2,8
CN1C(=O)C(C(=O)NC(C)(C)C)C2c3ccccc3OC13CCCCC23 (stereo not drawn),3,9,8,0.63,13,2,11,-3,-4
Cc1oc(-c2ccccc2F)nc1CN1CCC(C(=O)NCc2ccco2)CC1,-1,-8,2,-0.3,-7,1,-1,-5,0
COc1cc(OC)c(S(=O)(=O)N2CCCCC2)cc1S(=O)(=O)N1CCCCC1,5,1,6,-0.61,-7,4,15,-3,-3
COc1ccc(OC)c(C2CC(=O)N3CN(c4cccc(Cl)c4C)CSC3=C2C#N)c1 (stereo not drawn),4,8,8,0.089,-5,10,-14,-3,11
Cc1onc(-c2ccccc2)c1C(=O)Nc1ccncc1,-1,2,0,0.17,1,3,13,3,-5

(next part)
structure,CatB mix inh,Ec RNAP inh,DUSP1 inh,D1 allo mod,Cdc25B inh,CatB block,AP complement,Hsp90 inh,tolC growth inh
O=C(C1=COCCO1)N1CCN(C(c2ccccc2)c2ccccc2)CC1,4,-2,21,0.65,1,-2,17,-1,11
COCCCNC(=O)CS(=O)(=O)Cc1nc(-c2cccc(OC)c2)oc1C,4,4,24,0.1,0,-2,13,0,-8
Cc1ccc(S(=O)(=O)CCc2nnc(NC(=O)c3cnccn3)s2)cc1,4,5,-12,0.038,-5,-2,18,4,8
CCn1c(COc2ccccc2C)nnc1SCC(=O)OC,3,-11,5,-0.59,15,2,11,-1,5
O=C(CSc1ncn[nH]1)OCN1C(=O)c2ccccc2C1=O,10,4,2,0.049,-2,-1,3,-3,-10
O=C1C(c2ccncc2)=C(O)c2ccccc21,-1,0,12,-2.5*,-18,-3,-2,-4,·
O=C(C1CCN(S(=O)(=O)Cc2ccccc2)CC1)N1CCCc2ccccc21,3,2,24,-0.041,-10,-2,22,-1,17
O=C(CSc1nnc(-c2ccccc2)o1)n1c2c(c3ccccc31)CCCC2,6,11,11,-0.14,-9,0,4,1,8
COc1ccc(C(=O)Nc2ccccc2C(N)=O)cc1,4,7,1,-1.4,4,8,20,-4,3
CN(C=C1C(=O)CC(C)(C)CC1=O)CCN1CCNCC1,-1,10,-8,0.23,11,0,-4,-3,-8
Cc1c(NC(=O)C(C)N2C(=O)C3C4C=CC(C4)C3C2=O)c(=O)n(-c2ccccc2)n1C (stereo not drawn),3,9,2,0.097,-10,4,12,-1,-12
COc1ccc(CNC(=O)c2c(O)c3cccc4c3n(c2=O)CCC4)cc1,3,3,24,0.093,5,-5,3,-5,24
CC(CCc1ccco1)NC(=O)Cn1ncc2c1-c1ccccc1OC2 (stereo not drawn),1,7,12,-0.33,-2,5,10,-2,4
C/C(N)=N\S(=O)(=O)c1ccc(Cl)cc1,5,13,-1,-0.011,-7,29*,10,-2,-14
Clc1ccc(-n2nnnc2SCc2c(-c3ccccc3)nc3sccn23)cc1,-1,5,28,-0.035,-7,-2,5,0,12
COc1cc2c(cc1OC)CN(C(=O)COc1ccc(C#N)cc1)CC2,-4,3,18,-0.38,2,3,10,-7,-7
Cn1c(CC2C(=O)Nc3ccc(Br)cc32)nc2ccccc2c1=O (stereo not drawn),-2,7,10,-0.19,1,3,8,-11,13
CC(C)N1C(=O)C2C(c3ccccc3O)NC(C)(C(=O)O)C2C1=O (stereo not drawn),2,5,8,·,-7,7,7,0,-14
O=C(Cc1ccccc1)N1CCCC1c1ccccc1 (stereo not drawn),4,4,7,-0.12,-6,9,7,5,5
CCOC(=O)c1cc(=O)n2nc(-c3ccc(C)cc3)nc2s1,-3,3,22,-1.1,-1,-3,6,0,-12

Retrieved by structure from the entries so far, four records:
structure,CatB mix inh,Ec RNAP inh,DUSP1 inh,D1 allo mod,Cdc25B inh,CatB block,AP complement,Hsp90 inh,tolC growth inh
CCOC(=O)c1cc(=O)n2nc(-c3ccc(C)cc3)nc2s1,-3,3,22,-1.1,-1,-3,6,0,-12
COc1cc2c(cc1OC)CN(C(=O)COc1ccc(C#N)cc1)CC2,-4,3,18,-0.38,2,3,10,-7,-7
CCn1c(COc2ccccc2C)nnc1SCC(=O)OC,3,-11,5,-0.59,15,2,11,-1,5
Cc1c(NC(=O)C(C)N2C(=O)C3C4C=CC(C4)C3C2=O)c(=O)n(-c2ccccc2)n1C (stereo not drawn),3,9,2,0.097,-10,4,12,-1,-12

(continued)
structure,CatB mix inh,Ec RNAP inh,DUSP1 inh,D1 allo mod,Cdc25B inh,CatB block,AP complement,Hsp90 inh,tolC growth inh
CCOC(=O)CSc1nnc([C@H](C)NC(=O)OC(C)(C)C)o1,1,8,5,-0.18,-2,1,-2,-2,-8
O/N=C1/CCc2nonc2/C1=N/O,1,10,-9,-1.1,0,0,-2,4,0
COc1ccc(-c2cc(C(F)(F)F)n3nc(C(=O)O)cc3n2)cc1OC,2,1,12,0.0078,-3,-5,5,-2,8
CCOC(=O)N1CCN(S(=O)(=O)c2ccc3c(c2)CCN3C(=O)C2CC2)CC1,6,4,3,-0.93,-14,-5,13,-5,1
COC(=O)c1sc(NC(=O)CSc2nnc(C(C)C)n2C)nc1C,5,5,-27,-0.18,-14,7,-6,1,-16
Cc1cccc(NC(=O)c2sc3nc(-c4ccc(F)cc4)cn3c2C)n1,0,5,31,-0.35,-4,1,13,-3,4
CCCCCn1c(=S)[nH]c2ncccc2c1=O,2,3,-10,·,0,-4,14,0,-9
CCOC(=O)Nc1sc(=S)n(C)c1C,-3,1,-7,-0.35,-3,-3,12,0,7
COc1cc(-c2nnc(SCc3cccnc3)n2C)cc(OC)c1O,10,4,-17,-0.14,0,7,-20,1,1
CCC1CCCCN1C(=O)CSc1nnc(CNC(=O)c2cc(OC)c(OC)c(OC)c2)o1 (stereo not drawn),0,0,31,0.37,3,1,5,-3,-15
CC(NC(=O)c1cncc(Br)c1)c1ccc(S(N)(=O)=O)cc1 (stereo not drawn),-1,8,-7,-0.17,-4,2,-17,0,-15
CCOC(=O)c1c(NC(=O)c2cc(C3CC3)on2)sc2c1CCCC2,-6,5,5,0.52,-11,4,15,-4,-1
COc1ccccc1OCc1ccc(C(=O)NCc2ccco2)o1,3,8,19,-0.092,-12,2,20,-5,1
Cc1ccccc1NC(=O)c1ccccc1NC(=O)c1ccco1,7,8,1,1.4,-12,-1,22,0,-20
COCCN1C(=O)C(=O)/C(=C(/O)c2cccc(OC)c2)C1c1ccc(C)o1 (stereo not drawn),4,-1,-24,·,-13,5,3,-2,-17
O=C(NCc1ccc2c(c1)OCO2)c1ccc(NC(=O)C2CCCO2)cc1 (stereo not drawn),3,6,9,-0.012,-6,-5,13,·,-3
COc1ccccc1Oc1ccccc1C(=O)O,4,5,·,1.1,·,2,11,·,·
